Screens from PubChem.
S1P2 antag: antagonists of human S1P2 receptor | inhibition, % at 5 µM | 97,000 compounds, 0.21% hits | O95136 | cell-based S1P2 antagonist assay, inhibition at 5 uM; in the data active means inhibition above about 45%;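 further: CRE beta-lactamase reporter cells expressing human S1P2 stimulated with S1P; 0% = agonist at EC80 alone and 100% = agonist plus reference antagonist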
Target sequence (O95136 whole entry, looked up): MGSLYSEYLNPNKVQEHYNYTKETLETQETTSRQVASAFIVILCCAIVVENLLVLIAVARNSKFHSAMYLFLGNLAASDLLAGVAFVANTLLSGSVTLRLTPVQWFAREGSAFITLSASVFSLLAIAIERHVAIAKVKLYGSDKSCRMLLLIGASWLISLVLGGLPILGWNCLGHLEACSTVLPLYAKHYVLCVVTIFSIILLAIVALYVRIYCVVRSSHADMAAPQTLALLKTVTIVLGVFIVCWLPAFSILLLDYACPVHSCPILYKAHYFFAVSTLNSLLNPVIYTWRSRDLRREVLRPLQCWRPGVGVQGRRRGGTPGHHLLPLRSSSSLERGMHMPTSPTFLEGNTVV
PostGolgi ctrl: inhibits growth of the yeast control strain; efflux-deficient yeast background strain, growth absorbance A615, 16 h; inhibition, % at 10 µM; 98,000 compounds, 5% hits; AID 738; in the data active means inhibition above about 30%
Lung fibro prol: blocks proliferation of human lung fibroblasts | LL 47 human lung fibroblast viability, ATP luminescence; stronger effect = lower value | viability, % at 10 µM | 85,000 compounds, 1.1% hits | AID 719;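 active means viability at or below 50% in the single dose screen; inactive means viability above 50%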;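 further: compound exposure lasted 72 h before the ATP readout; 100% = median luminescence of untreated cell-only wells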
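Material: human LL 47 lung fibroblast cells; quantity: 1,150 cells/well; medium: IMEM plus 15% FBS; doses: 0.1% DMSO in all compound wells; timing: overnight attachment after seeding, then 72 h compound exposure at 37 °C; detection: CellTiter-Glo luminescence; measure: % viability of median cell-only signal; controls: cell-only wells, no compound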
H69AR inhibit: blocks growth of human H69AR lung tumor cells. H69AR lung tumor viability, ATP luminescence, 72 h; stronger effect = lower value. viability, % at 10 µM. 85,000 compounds, 6% hits;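 active means viability at or below 40%; inactive means viability above 40%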;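 further: multidrug resistant small cell line overexpressing MRP-1 efflux transporter; 100% = mean luminescence of untreated control wells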
sEH inh: blocks human soluble epoxide hydrolase activity; P34913; recombinant human sEH enzymatic activity assay; inhibition, % at 2 µM; 91,000 compounds, 0.34% hits; AID 707; in the data active means inhibition above about 80%; further: values of inactives mirror those of a sister screen read the other way; many of its hits are not listed in these tables
Target sequence (P34913 whole entry, looked up): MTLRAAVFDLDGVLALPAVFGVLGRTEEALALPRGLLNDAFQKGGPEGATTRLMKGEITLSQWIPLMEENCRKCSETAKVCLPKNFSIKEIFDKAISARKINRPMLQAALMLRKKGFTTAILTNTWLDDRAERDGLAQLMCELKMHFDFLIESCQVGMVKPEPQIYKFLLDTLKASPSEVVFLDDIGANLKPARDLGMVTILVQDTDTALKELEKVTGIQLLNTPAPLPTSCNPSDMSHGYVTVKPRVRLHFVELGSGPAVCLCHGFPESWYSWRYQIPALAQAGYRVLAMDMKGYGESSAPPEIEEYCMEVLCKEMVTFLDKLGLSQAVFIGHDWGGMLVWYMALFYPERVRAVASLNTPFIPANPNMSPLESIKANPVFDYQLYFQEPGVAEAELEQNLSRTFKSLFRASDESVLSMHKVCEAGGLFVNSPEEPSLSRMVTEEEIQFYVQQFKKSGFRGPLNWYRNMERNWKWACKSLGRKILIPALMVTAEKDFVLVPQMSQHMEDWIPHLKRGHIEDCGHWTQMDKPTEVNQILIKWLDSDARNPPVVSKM
HUVEC prolif 384: inhibitors of human endothelial cell proliferation; viability, % at 10 µM (by protocol); HUVEC proliferation, CellTiter-Glo luminescence, 72 h; stronger effect = lower value; 86,000 compounds, 1.1% hits;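 active means viability at or below 30%; inactive means viability above 30%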;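 further: 100% = median luminescence of DMSO-only cell control wells on each plate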
sEH act: increases human soluble epoxide hydrolase activity; P34913; 91,000 compounds, 0.04% hits; activation, % at 2 µM; purified human sEH enzymatic activity, activator screen; in the data active means activation above about 37%; further: values of inactives mirror those of a sister screen read the other way
S1P2 agonist: agonists of human S1P2 receptor. O95136. S1P2-expressing cell line, agonist reporter read-out. activation, % at 4.5 µM. 97,000 compounds, 0.46% hits; in the data active means activation above about 16%;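 further: 0% = vehicle low control and 100% = maximal reference agonist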
LYP act: activators of human LYP (PTPN22) phosphatase; recombinant LYP, DiFMUP fluorescence; 0 = plate median, 100 = signal doubled; activation, % at 2 µM; 96,000 compounds, 0.11% hits; AID 697;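 active means activation at 2 µM above a set limit, the mean plus 5 SD, cut at about 37% in these data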
* = called active by the depositor.

`COc1ccc(-n2nnnc2SCC(=O)Nc2ccc3c(c2)OCCO3)cc1OC` gave S1P2 antag -7, PostGolgi ctrl 7, Lung fibro prol 99, H69AR inhibit 21*, sEH inh 39, HUVEC prolif 384 91, sEH act -40, S1P2 agonist -1 and LYP act 2.
CCOC(=O)c1c(C)[nH]c(C(=O)CSc2ccc(Cl)cc2)c1C was read as S1P2 antag -20, PostGolgi ctrl 17, Lung fibro prol 101, H69AR inhibit 47, sEH inh -5, HUVEC prolif 384 103, sEH act 7, S1P2 agonist -2 and LYP act -10.
Cc1noc(/C=C/N(C)C)c1S(=O)(=O)N1CCCC(C(=O)N2CCCCC2)C1 (configuration not stated) was read as S1P2 antag 14, PostGolgi ctrl 8, Lung fibro prol 96, H69AR inhibit 109, sEH inh 6, HUVEC prolif 384 88, sEH act -6, S1P2 agonist -6 and LYP act -8.
For COc1ccc(N2C(=O)C(Cl)=C(N3CCCC(C)C3)C2=O)cc1 (configuration not stated) the results were S1P2 antag -6, PostGolgi ctrl -7, Lung fibro prol 102, H69AR inhibit 96, sEH inh -6, HUVEC prolif 384 86, sEH act 9, S1P2 agonist -4 and LYP act 4.
`N#CC1=C(N)Oc2n[nH]c(-c3ccccc3)c2C1c1cccc(OC(=O)N2CCOCC2)c1` (configuration not stated) gave S1P2 antag -4, PostGolgi ctrl 6, Lung fibro prol 104, H69AR inhibit 91, sEH inh -1, HUVEC prolif 384 97, sEH act 4, S1P2 agonist -6 and LYP act -4.
Screening N#CC1(C#N)C2=C(CCCC2)NC(c2ccccc2)C1(C#N)C#N (configuration not stated) returned S1P2 antag 16, PostGolgi ctrl 25, Lung fibro prol 97, H69AR inhibit 69, sEH inh 8, HUVEC prolif 384 85, sEH act -9, S1P2 agonist 0 and LYP act -12.
CCC(=O)Nc1c(C)ccc2nsnc12 was read as PostGolgi ctrl 8, Lung fibro prol 100, H69AR inhibit 89 and HUVEC prolif 384 108.
Screening CS(=O)(=O)NCC(c1cccnc1)N1CCN(c2ccc(F)cc2)CC1 (configuration not stated) returned S1P2 antag 4, Lung fibro prol 99, H69AR inhibit 88, sEH inh -6, HUVEC prolif 384 99, sEH act 9, S1P2 agonist -3 and LYP act -6.
`Cc1cc(/C=N/n2cnnc2)c(C)n1-c1ccc(OCc2ccccc2F)cc1` gave S1P2 antag 41, PostGolgi ctrl 65*, Lung fibro prol 84, H69AR inhibit 48, sEH inh 12, HUVEC prolif 384 66, sEH act -13, S1P2 agonist -2 and LYP act 4.
`COc1ccc(NC(=O)CN(c2cc(C)cc(C)c2)S(=O)(=O)c2c(C)n[nH]c2C)cc1` gave S1P2 antag 13, PostGolgi ctrl 19, Lung fibro prol 90, H69AR inhibit 76, sEH inh -2, HUVEC prolif 384 78, sEH act 6, S1P2 agonist -3 and LYP act -2.

The last 6 compounds of the part above come first, to join the parts.
`N#CC1=C(N)Oc2n[nH]c(-c3ccccc3)c2C1c1cccc(OC(=O)N2CCOCC2)c1` (configuration not stated) gave S1P2 antag -4, PostGolgi ctrl 6, Lung fibro prol 104, H69AR inhibit 91, sEH inh -1, HUVEC prolif 384 97, sEH act 4, S1P2 agonist -6 and LYP act -4.
Screening N#CC1(C#N)C2=C(CCCC2)NC(c2ccccc2)C1(C#N)C#N (configuration not stated) returned S1P2 antag 16, PostGolgi ctrl 25, Lung fibro prol 97, H69AR inhibit 69, sEH inh 8, HUVEC prolif 384 85, sEH act -9, S1P2 agonist 0 and LYP act -12.
CCC(=O)Nc1c(C)ccc2nsnc12 was read as PostGolgi ctrl 8, Lung fibro prol 100, H69AR inhibit 89 and HUVEC prolif 384 108.
Screening CS(=O)(=O)NCC(c1cccnc1)N1CCN(c2ccc(F)cc2)CC1 (configuration not stated) returned S1P2 antag 4, Lung fibro prol 99, H69AR inhibit 88, sEH inh -6, HUVEC prolif 384 99, sEH act 9, S1P2 agonist -3 and LYP act -6.
`Cc1cc(/C=N/n2cnnc2)c(C)n1-c1ccc(OCc2ccccc2F)cc1` gave S1P2 antag 41, PostGolgi ctrl 65*, Lung fibro prol 84, H69AR inhibit 48, sEH inh 12, HUVEC prolif 384 66, sEH act -13, S1P2 agonist -2 and LYP act 4.
`COc1ccc(NC(=O)CN(c2cc(C)cc(C)c2)S(=O)(=O)c2c(C)n[nH]c2C)cc1` gave S1P2 antag 13, PostGolgi ctrl 19, Lung fibro prol 90, H69AR inhibit 76, sEH inh -2, HUVEC prolif 384 78, sEH act 6, S1P2 agonist -3 and LYP act -2.
`O=C(OCc1ccc(Cl)cc1Cl)c1ccncc1` gave S1P2 antag -13, PostGolgi ctrl 14, sEH inh 0, sEH act 3, S1P2 agonist -11 and LYP act -1.
For c1ccc2c(N3CCOCC3)nc(-c3ccncc3)nc2c1 the results were S1P2 antag -53, PostGolgi ctrl 9, Lung fibro prol 88, H69AR inhibit 40, sEH inh -2, HUVEC prolif 384 79, sEH act 1, S1P2 agonist 3 and LYP act 5.
Screening Cc1nnc(NC(=O)CSc2nnc(C)n2Cc2ccccc2)s1 returned S1P2 antag -11, Lung fibro prol 99, H69AR inhibit 97, sEH inh 8, HUVEC prolif 384 94, sEH act -8, S1P2 agonist -5 and LYP act 10.
`N#CC(C(=O)Nc1ccc(Cl)c(Cl)c1)=C1Nc2ccccc2N1` gave S1P2 antag 4, PostGolgi ctrl 9, Lung fibro prol 83, H69AR inhibit 52, sEH inh 3, HUVEC prolif 384 60, sEH act -1, S1P2 agonist -3 and LYP act 2.
`Cc1nn(C)cc1CNC(=O)c1cnn2c1NC(c1ccc(Br)cc1)CC2C(F)(F)F` (configuration not stated) gave PostGolgi ctrl 10, Lung fibro prol 110, H69AR inhibit 112 and HUVEC prolif 384 85.
Screening Cc1ccc2c(C)nc(Nc3nc(CSc4nnnn4-c4ccccc4)cc(=O)[nH]3)nc2c1 returned PostGolgi ctrl 10, Lung fibro prol 88, H69AR inhibit 35* and HUVEC prolif 384 88.
`CCCCNC(=O)CC1N=C2c3ccccc3N=C(SCC(=O)Nc3cccc(C)c3)N2C1=O` (configuration not stated) gave S1P2 antag 12, PostGolgi ctrl 0, sEH inh 6, sEH act -4, S1P2 agonist -5 and LYP act -9.
For Cc1onc(-c2ccccc2)c1C(=O)Nc1ccccc1C#N the results were S1P2 antag 12, PostGolgi ctrl -4, Lung fibro prol 95, H69AR inhibit 65, HUVEC prolif 384 98 and S1P2 agonist -1.
`Cc1ccc(CN2CCN(CC(=O)NC(C)c3ccc4c(c3)OCCO4)C2=O)cc1` (configuration not stated) gave S1P2 antag -9, PostGolgi ctrl 13, Lung fibro prol 109, H69AR inhibit 102, sEH inh 2, HUVEC prolif 384 102, sEH act -3, S1P2 agonist -1 and LYP act 9.
Screening CCN(CC)S(=O)(=O)c1ccc2oc(C(=O)NCCCN3CCOCC3)c(C)c2c1 returned S1P2 antag 7, PostGolgi ctrl 7, Lung fibro prol 100, H69AR inhibit 62, sEH inh 20, HUVEC prolif 384 83, sEH act -18, S1P2 agonist -5 and LYP act 12.
`CC(C)OCCCNS(=O)(=O)c1ccc2ccccc2c1` gave S1P2 antag -4, PostGolgi ctrl -1, Lung fibro prol 108, H69AR inhibit 102, sEH inh -21, HUVEC prolif 384 90, sEH act 20, S1P2 agonist -1 and LYP act -15.
`Cc1ccc(C)c(C(=O)CSc2n[nH]c(C)n2)c1` gave S1P2 antag 7, PostGolgi ctrl 13, Lung fibro prol 107, H69AR inhibit 101, sEH inh 0, HUVEC prolif 384 108, sEH act 0, S1P2 agonist -7 and LYP act -12.
C=CCC(C#Cc1ccccc1)[N+](C)(C)CC=C (configuration not stated) was read as S1P2 antag -5, PostGolgi ctrl 5, Lung fibro prol 109, H69AR inhibit 105, sEH inh 3, HUVEC prolif 384 103, sEH act -1, S1P2 agonist 0 and LYP act -2.
Screening Cc1cccc(-n2c(N)cc(=O)nc2SC(C)C(=O)NC2CCCCC2)c1 (configuration not stated) returned S1P2 antag 18, PostGolgi ctrl 5, Lung fibro prol 94, sEH inh 10, HUVEC prolif 384 108, sEH act -7, S1P2 agonist -9 and LYP act -9.
For Cc1nc(N2CCN(C)CC2)c2sc(=S)n(-c3ccccc3)c2n1 the results were PostGolgi ctrl 2, Lung fibro prol 98, H69AR inhibit 73 and HUVEC prolif 384 98.
`Nc1c(Cl)ncnc1N1CCOCC1` gave S1P2 antag 0, PostGolgi ctrl 4, sEH inh 1, sEH act 2, S1P2 agonist -1 and LYP act 4.
O=C(c1ccc(F)cc1)C1CCN(C(=O)Nc2ccc(F)cc2)CC1 was read as S1P2 antag 17, PostGolgi ctrl 12, Lung fibro prol 95, H69AR inhibit 93, sEH inh 21, HUVEC prolif 384 104, sEH act -20, S1P2 agonist -6 and LYP act -8.
S=c1nc(-c2ccc(Br)cc2)oc2c1CCCC2 was read as S1P2 antag -6, PostGolgi ctrl -3, Lung fibro prol 92, H69AR inhibit 81, sEH inh -10, HUVEC prolif 384 79, sEH act 13, S1P2 agonist -7 and LYP act 0.
`CCN1CCN(Cc2ccc(NC(=O)Nc3cccs3)cc2)CC1` gave S1P2 antag 0, PostGolgi ctrl 5, Lung fibro prol 97, H69AR inhibit 100, sEH inh 19, HUVEC prolif 384 99, sEH act -19, S1P2 agonist -6 and LYP act 2.
CCN(CC)CCN1C(=O)C(O)=C(C(=O)c2ccc(C)o2)C1c1ccccn1 (configuration not stated) was read as S1P2 antag -5, Lung fibro prol 96, H69AR inhibit 86, sEH inh -7, HUVEC prolif 384 100, sEH act 10, S1P2 agonist -2 and LYP act -6.
CC(C)C1Oc2ccccc2N(CC(=O)N(Cc2ccccn2)CC2CCCO2)C1=O (configuration not stated) was read as PostGolgi ctrl -1, Lung fibro prol 93, H69AR inhibit 71 and HUVEC prolif 384 103.
Cn1c(=O)c2c(nc(CN3CCN(CCO)CC3)n2Cc2cccc3ccccc23)n(C)c1=O was read as S1P2 antag -12, PostGolgi ctrl 1, Lung fibro prol 99, H69AR inhibit 86, sEH inh -6, HUVEC prolif 384 95, sEH act 7, S1P2 agonist -5 and LYP act 8.
`Fc1ccccc1C(c1nnnn1Cc1ccc2c(c1)OCO2)N1CCN(Cc2ccccc2)CC1` (configuration not stated) gave S1P2 antag -23, PostGolgi ctrl 8, Lung fibro prol 103, H69AR inhibit 68, sEH inh 4, HUVEC prolif 384 102, sEH act -1, S1P2 agonist -2 and LYP act 11.
`CCOC(=O)N1CCN(S(=O)(=O)c2cc(OCC)ccc2OCC)CC1` gave S1P2 antag 25, PostGolgi ctrl 11, Lung fibro prol 94, H69AR inhibit 40, sEH inh -5, HUVEC prolif 384 91, sEH act 5, S1P2 agonist -1 and LYP act -10.
Screening Nc1c(C(=O)c2ccccc2)sc2snc(SCC(=O)c3ccccc3)c12 returned S1P2 antag 15, PostGolgi ctrl 9, sEH inh -4, sEH act 4, S1P2 agonist -8 and LYP act -4.
`CCOc1ccccc1NC(=O)CN(C)S(=O)(=O)c1ccc(OC)c(C)c1` gave S1P2 antag 4, PostGolgi ctrl 7, Lung fibro prol 100, H69AR inhibit 98, sEH inh 3, HUVEC prolif 384 79, sEH act -5, S1P2 agonist -4 and LYP act -14.
Screening c1ccc(-n2c(SCC3CCCCO3)nnc2-c2cnccn2)cc1 (configuration not stated) returned S1P2 antag -15, PostGolgi ctrl 6, Lung fibro prol 103, H69AR inhibit 81, sEH inh 2, HUVEC prolif 384 103, sEH act 1, S1P2 agonist 0 and LYP act -2.
`O=C(O)c1ccc2c(c1)C(=O)N(C(Cc1ccc(O)cc1)C(=O)O)C2=O` (configuration not stated) gave S1P2 antag 2, PostGolgi ctrl 17, Lung fibro prol 95, H69AR inhibit 89, sEH inh -4, HUVEC prolif 384 89, sEH act 6, S1P2 agonist -6 and LYP act 15.
For Cc1cc(C)nc(/N=C(\N)C2=C(O)CC(C)(C)CC2=O)n1 the results were S1P2 antag 18, PostGolgi ctrl -1, Lung fibro prol 99, H69AR inhibit 90, sEH inh 3, HUVEC prolif 384 100, sEH act -2, S1P2 agonist -3 and LYP act 2.
For CC1(C)CC(=O)C=C(NCc2ccc(Cl)c(Cl)c2)C1 the results were S1P2 antag -11, PostGolgi ctrl 5, sEH inh 3, sEH act -2, S1P2 agonist -7 and LYP act -5.

This is a subset; the hit share may differ from the screen's.
